MC4R barr agon: activates human MC4R beta-arrestin recruitment; P32245; AID 540308; activation, % at 8.9 µM; 0.98% of 360,000 active; U2OS MC4R beta-arrestin complementation, luminescence; percent of melanotan II response, DMSO zero;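 active = activation above a per-plate cutoff, the mean activation of sample wells on that plate plus 3 SD, cut at about 8% in these data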
Cardio protect: protects H9c2 cardiomyocytes from peroxide injury; H2O2 injury protection, ATPLite, 2 h; 0.63% of 360,000 active; protection from H2O2 cell death, % at 20 µM;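 active = compounds giving at least 50% protection of heart cells from peroxide-induced death in the single-dose screen, raw or plate-pattern-corrected value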;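 note: 0% = DMSO wells with peroxide and 100% = DMSO wells without peroxide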
ABCB6 inh MLPCN: human ABCB6 transporter inhibition. K562-ABCB6 porphyrin accumulation, flow cytometry, 1 h; hits give low values. fluorescence ratio to DMSO, % at 10 µM. 0.19% of 360,000 active;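 active = fluorescence ratio to DMSO below 75%, the collection mean minus 3 SD; inconclusive = too few cells collected in the well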;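 note: signal is porphyrin accumulated inside mitochondria; 100% equals median channel fluorescence of DMSO control wells; lower ratio means ABCB6 inhibition with less porphyrin fluorescence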
CaV13 ICDI inh: Primary screen for inhibitors of IQ motif and Ca2+-dependent inactivation inhibitor domain binding in CACNA1D, Förster resonance energy transfer in living cells, …; HEK cells, CFP/YFP FRET ICDI-IQ, plate reader, 10 min; percent FRET-ratio fall versus neutral wells; inhibition, % at 12.3 µM; 0.098% of 340,000 active; AID 743397;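 active = mean replicate inhibition of at least 30% and at least 1% of replicates passing that level; inconclusive = only one of the two criteria is met; inactive = neither criterion is met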;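 note: 0% = median of the neutral control wells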
Glyco luc inh: N-linked glycosylation inhibition; D54 ERlucT glycosylation luciferase reporter, 24 h; percent of 100 nM tunicamycin response; reporter increase, % at 12.5 µM; 0.23% of 360,000 active;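 active = mean luciferase reporter signal, scaled so untreated is 0 and the glycosylation-blocking control 100, at or above a set limit in every replicate; inconclusive = mean reaches the limit but not every replicate does; inactive = mean below the limit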;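 note: luciferase carries N-glycosylation sites so blocking glycosylation raises the light; 0% = median of neutral control wells and 100% = median of 100 nM tunicamycin wells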
Vif inh: blocks HIV Vif function. HEK293T cells, Vif self-association by quenched fluorescence, imaging, 24 h. inhibition, % at 7.49 µM. 0.35% of 340,000 active. AID 602346; in the data active = inhibition above about 50%, passing the limit was not always enough; inconclusive = no clear call, values can overlap the other calls; inactive = below about 31%; note: some results filed as inactive read as strong as hits
MC4R antag cAMP: antagonists of human melanocortin 4 receptor (MC4R). inhibition, % at 6.5 µM. MC4R-expressing cells, MTII-stimulated cAMP, LANCE TR-FRET. P32245. 0.48% of 360,000 active;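 active = inhibition above its plate's cutoff, the mean of tested wells on that plate plus 3 SD, cut at about 29% in these data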;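 note: 0% = Melanotan II alone and 100% = Melanotan II plus saturating MCL0020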
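Assay system: human MC4R-expressing U2OS cells; reagent: Melanotan II stimulation of cells; dosing: 6.5 µM single dose; timing: compound 30 min, challenge 1 h, detection 1 h; signal: TR-FRET cAMP assay; replicates: one well per compound, no replicates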
aDG glyco act: alpha-DG glycosylation activation; activation, % at 10 µM; Pro5-aDG cells, alpha-DG glycosylation AlphaScreen (IIH6); 0% Pro5, 100% B10-LARGE cell signal; 0.22% of 360,000 active;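 active = activation of at least 8% versus controls, or a plate z-score of at least 8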;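 note: Pro5 are CHO cells carrying HIG-tagged alpha-DG that lacks glycosylation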
PDI turbidity: inhibitors of human protein disulfide isomerase. P07237. PDI insulin aggregation turbidity, A650, 90 min. inhibition, % at 10 µM. 0.052% of 350,000 active. AID 588391;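 active = mean inhibition across replicates of 30% or more, whatever share of single replicates reach that level; inconclusive = mean inhibition below 30% while every single replicate reaches 30%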;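 note: absorbance from insulin aggregation driven by PDI reduction with DTT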
Target sequence (P07237 whole entry, looked up): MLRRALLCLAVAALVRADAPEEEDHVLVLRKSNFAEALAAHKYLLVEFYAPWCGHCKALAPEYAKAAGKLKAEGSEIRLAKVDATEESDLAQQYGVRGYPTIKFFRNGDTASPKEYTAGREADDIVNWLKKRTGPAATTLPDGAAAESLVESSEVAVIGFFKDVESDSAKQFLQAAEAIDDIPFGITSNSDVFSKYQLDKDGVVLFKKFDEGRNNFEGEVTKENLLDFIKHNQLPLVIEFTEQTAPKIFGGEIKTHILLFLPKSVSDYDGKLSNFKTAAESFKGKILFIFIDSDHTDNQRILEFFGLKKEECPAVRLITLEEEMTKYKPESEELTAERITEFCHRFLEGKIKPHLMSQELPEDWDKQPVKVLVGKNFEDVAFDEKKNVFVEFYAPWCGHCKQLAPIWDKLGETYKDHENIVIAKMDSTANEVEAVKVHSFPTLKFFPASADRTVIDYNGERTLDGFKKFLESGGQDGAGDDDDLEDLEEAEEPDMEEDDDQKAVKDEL
HTR2A ag: mouse HTR2A agonism via beta-arrestin recruitment. P35363. CHO-K1 mHTR2A beta-arrestin complementation, luminescence; percent of 30 µM serotonin response. activation, % at 7.6 µM. 0.66% of 360,000 active. AID 624169;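 active = activation above a run cutoff, the mean activation of all tested compounds plus 3 SD, cut at about 14% in these data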;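 note: 0% = plate median of compound wells and 100% = 30 µM serotonin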
Target sequence (P35363 whole entry, looked up): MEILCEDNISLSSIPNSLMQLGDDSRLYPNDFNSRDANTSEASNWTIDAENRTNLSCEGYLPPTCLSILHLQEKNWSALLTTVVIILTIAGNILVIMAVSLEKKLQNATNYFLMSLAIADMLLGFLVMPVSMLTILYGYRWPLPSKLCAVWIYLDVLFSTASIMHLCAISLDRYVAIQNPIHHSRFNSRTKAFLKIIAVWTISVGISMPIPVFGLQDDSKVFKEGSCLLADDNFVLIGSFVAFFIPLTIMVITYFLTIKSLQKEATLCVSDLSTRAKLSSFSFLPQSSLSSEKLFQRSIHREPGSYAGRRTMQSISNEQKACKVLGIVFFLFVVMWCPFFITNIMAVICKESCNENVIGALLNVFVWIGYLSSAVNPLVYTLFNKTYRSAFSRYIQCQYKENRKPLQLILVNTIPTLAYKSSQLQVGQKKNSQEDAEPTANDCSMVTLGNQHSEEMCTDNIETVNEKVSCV
Active calls of the source: *; ? = inconclusive; · = no result given. Compounds as they come. About 3.6% of those tested had a hit in this group.

SMILES	MC4R antag cAMP	CaV13 ICDI inh	ABCB6 inh MLPCN	PDI turbidity	MC4R barr agon	aDG glyco act	Cardio protect	Vif inh	Glyco luc inh	HTR2A ag
COC(=O)c1ccc(COC(=O)CNC(=O)c2cccc(OC)c2)o1	5.1	-1.7	102.0	4.4	-1.5	-0.2	17.5	-1.3	-0.5	-2.2
CC(C)n1c(=O)c2ccccc2n1CC(=O)N1CCOCC1	·	-9.0	132.0	·	·	0.3	·	·	·	1.2
O=[N+]([O-])c1ccc(NCCc2ccccc2)c(Br)c1	·	-6.3	94.0	5.7	·	0.0	1.0	1.1	-0.8	·
N#C/C(=C\c1ccc(OC(=O)c2ccc(Br)s2)cc1)c1nc2ccccc2[nH]1	-9.6	-5.8	96.0	-24.2	1.1	-0.4	4.7	-6.0	4.6	-3.1
CCOc1ccc2cc(/C=C/C(=O)c3ccco3)c(Cl)nc2c1	15.3	-12.7	123.0	1.1	-2.3	0.2	13.3	?	?	4.9
Cc1oc(-c2ccc(Cl)cc2)cc1C(=O)NC1CCN(Cc2ccccc2)CC1	13.6	-5.0	91.0	-0.8	0.7	0.2	0.7	34.7	-1.9	-8.4
CCC(C)N1CC23C=CC(O2)C(C(=O)OCc2ccccc2)C3C1=O (stereo not drawn)	3.8	·	84.0	-5.3	-0.7	0.1	-3.9	-3.4	2.8	3.9
O=C(NC1(C(F)(F)F)C(=O)Nc2c1c(=O)[nH]c(=O)n2-c1ccc(F)cc1)c1cccnc1 (stereo not drawn)	13.1	-3.7	94.0	11.7	-2.0	-0.3	-4.0	16.4	2.5	0.5
O=C1NC[C@@H](CCCCN2C[C@H](Cc3ccc(O)cc3)N(CCc3ccc(O)cc3)C(=O)C2=O)N(CCc2ccccc2)C1=O	·	-6.6	89.0	·	·	0.0	·	·	·	2.1
COc1ccc(COCC(O)CN2CCc3ccccc3C2)cc1OC (stereo not drawn)	9.2	-2.0	104.0	2.0	-2.7	0.4	-0.9	3.6	0.8	21.4*
O=C(O)/C=C/C(=O)N1CCN(S(=O)(=O)c2cc(C(F)(F)F)ccc2Cl)CC1	-14.8	-18.4	91.0	-8.9	-2.3	1.0	-8.9	0.9	0.4	2.6
COCCCNC(=O)/C(C#N)=C/c1c(N2CCN(c3cccc(Cl)c3)CC2)nc2c(C)cccn2c1=O	26.7	-2.8	125.0	6.4	-2.0	0.0	17.9	-6.6	3.5	11.4
Cc1ccc(NC(=O)c2ccccn2)c(Br)c1	9.6	-4.0	101.0	-1.8	1.9	0.0	-21.1	-2.8	-8.1	-3.0
O=S(=O)(NCc1ccccn1)c1ccccn1	0.6	-4.4	102.0	8.4	0.1	0.3	4.5	-2.0	0.3	2.3
C[C@H](CO)N1C[C@H](C)[C@@H](CN(C)S(=O)(=O)c2cccs2)Oc2ccc(NS(=O)(=O)c3ccccc3)cc2CC1=O	4.7	-2.4	99.0	5.0	-3.4	0.0	20.3	6.2	-0.4	-6.3
C[C@H](NC(=O)[C@H]1N2C(=O)c3ccccc3C2SC1(C)C)C(=O)NCC1CCCO1 (stereo partly drawn)	14.4	-14.1	96.0	5.1	-1.2	-0.3	-2.2	9.4	1.7	10.4
CCOc1cc(C)c(Cl)cc1S(=O)(=O)NCc1ccc2c(c1)OCO2	12.1	-10.6	104.0	9.2	-0.4	0.1	-7.8	0.3	3.2	-3.9
CC(=O)NS(=O)(=O)c1ccc(N2C(=O)CC(Sc3nccc(C)n3)C2=O)cc1 (stereo not drawn)	6.6	-4.9	107.0	0.4	-1.2	0.0	-0.1	-2.3	2.6	-1.1
CCCN(CC1CC1)c1nc(N)c2c(N)nc(OC)cc2c1C#N	-22.8	-6.7	97.0	-0.9	0.3	0.4	-18.1	-4.2	1.7	0.1
CCOC(=O)c1ccc(COC(=O)CCc2nc3ccccc3[nH]c2=O)o1	-0.5	-5.8	97.0	-1.9	-2.1	0.1	8.8	0.9	1.2	5.4
Nc1cc2c(cc1Br)-c1ccc(F)cc1C2O (stereo not drawn)	-4.8	-9.2	94.0	8.9	0.5	0.0	-6.6	-11.7	-1.0	-7.5
O=C(Oc1ccc(Cl)cc1)c1ccc(N2CCOCC2)c([N+](=O)[O-])c1	0.2	-1.6	97.0	11.3	-1.3	0.0	-6.1	-2.4	1.3	4.8
COc1c(C)cc(C(=O)C2CCCN(C(=O)CCc3scnc3C)C2)cc1C (stereo not drawn)	1.1	-16.0	95.0	-11.5	2.9	0.1	-6.7	-7.4	0.2	4.4
CCCCN1CNC(=S)N(Cc2ccccc2)C1	0.3	-4.2	98.0	-0.4	1.0	0.0	0.0	3.8	1.7	4.2
Cc1ccc(C(=O)CC(C(=O)O)n2ccc(C)n2)cc1 (stereo not drawn)	3.1	-3.7	92.0	6.7	-2.2	-0.2	-4.2	4.6	0.9	-3.9
Cc1cc(C)n2nc(C(=O)OCC(=O)c3ccccc3)nc2n1	9.2	-10.3	92.0	12.0	0.1	-0.1	0.8	16.4	-0.8	2.3
CCOc1cc(NC(=O)c2ccccc2C)c(OCC)cc1NC(=O)C1=Cc2ccccc2OC1	9.2	-4.8	89.0	1.0	-1.8	-0.4	-5.3	1.0	-0.2	-1.0
O=C(COC(=O)Cc1ccccc1F)NCCc1ccccc1	9.2	-1.8	102.0	-1.2	-1.1	0.0	6.6	·	0.0	-0.5
CC(=O)Nc1ccc(-c2ccccc2)s1	-4.6	-5.5	99.0	3.3	1.0	0.0	0.0	2.2	1.5	2.0
Cc1ccc2nc(-c3ccccc3O)c(Nc3ccc4c(c3)OCCO4)n2c1	-0.3	-5.4	95.0	-0.5	5.1	0.0	11.1	-3.9	0.5	2.5
CS(=O)(=O)N(Cc1ccc(C(=O)NCc2ccco2)cc1)c1ccccc1	-1.6	·	100.0	-5.6	-1.6	0.1	-5.7	-38.8	-2.7	2.1
CC(=O)Nc1ccc(NC(=O)C2C3CCC(C3)C2C(=O)O)cc1 (stereo not drawn)	-4.0	-3.9	99.0	11.4	-2.0	-0.1	2.2	-20.3	0.3	3.9
Cn1c(=O)c2c(SCC(=O)N3CCCc4ccccc43)nc(CC(C)(C)C)nc2n(C)c1=O	11.2	·	94.0	·	-0.5	0.3	-10.7	4.6	-1.7	5.9
CCc1nnc(NC(=O)CSc2nnc(C)n2CC2CCCO2)s1 (stereo not drawn)	8.5	-4.1	93.0	-0.6	-1.2	0.0	4.6	0.6	1.7	0.2
Cc1ccnc(NS(=O)(=O)c2ccc(NC(=O)Cc3ccc(Cl)cc3)cc2)n1	6.4	-18.7	100.0	0.4	-0.9	0.0	1.9	·	-0.5	7.8
CC12CN(Cc3ccccc3)CC(C)(CN(Cc3ccccc3)C1)C2=O	5.1	-4.6	102.0	0.3	-2.2	0.2	2.4	5.6	-0.2	-0.1
N#C/C(=C\c1c(N2CCCCC2)nc2ccccn2c1=O)C(=O)NCc1ccco1	13.8	-17.7	101.0	11.2	-2.4	-0.2	0.0	-0.8	-1.5	1.8
CC(C)C(=O)NC(=S)Nc1sc2c(c1C(N)=O)CCCC2	-7.4	-2.8	101.0	16.2	-2.8	-0.3	-6.8	0.4	1.0	-4.0
O=C1OC(Cc2ccccc2)(c2ccccc2)c2ccccc21 (stereo not drawn)	3.2	-5.3	101.0	-5.3	0.3	-0.3	-0.1	-1.0	-2.6	-6.6
O=C(O)c1cc(S(=O)(=O)N2CCCCCC2)ccc1Cl	-5.1	-7.5	99.0	-4.7	0.5	-0.1	-6.5	0.5	1.8	7.3
CCOC(=O)C1=C(C)NC(C)=C(C(=O)OCC)C1C(=O)OCC(=O)N(C)C	-4.9	-2.8	98.0	-1.8	-2.1	0.0	-1.3	-3.7	0.4	1.2
Cc1cnn(C(=S)NCc2ccco2)c1	8.4	-4.7	102.0	20.4	-1.2	0.0	11.5	1.1	-0.9	-1.5
Cc1cccc(NC(=O)Cc2cccs2)n1	-0.4	-5.1	95.0	6.5	-0.1	-0.2	0.3	-1.3	0.8	1.4
O=C1c2ccccc2NC(c2ccccc2)N1Cc1ccco1 (stereo not drawn)	-1.1	-6.9	97.0	10.5	-3.2	-0.2	-7.9	-0.4	-1.8	-2.9
O=C(Nc1ccccc1)C1=C[C@H](C2CCCCC2)C[C@H](OCCCCO)O1	4.1	-3.9	102.0	-0.9	4.1	-0.3	-0.6	24.6	-3.0	4.3
CN(C)c1ccc(CNC(=O)c2ccc(CNc3c(N4CCCCC4)c(=O)c3=O)cc2)cc1	3.0	-6.7	101.0	-2.6	0.3	-0.1	-2.7	0.4	-1.4	-5.2
CC(C)(C)OC(=O)C[C@H]1C/C=C\C[C@@H](CC(=O)NCCO)C(=O)NCCOC1=O	0.6	-9.0	101.0	0.8	-0.9	-0.2	2.0	-5.7	2.5	-0.3
CCOC(=O)C1=C(C)NC(C)=C(C(=O)OCC)C1c1ccc(C)o1	-3.4	-4.3	97.0	-3.1	0.2	-0.2	-0.7	3.7	0.5	0.2
CC(=O)Nc1ccc(C(=O)OCC(=O)Nc2ccc([N+](=O)[O-])cc2C(F)(F)F)cc1	-1.1	-2.2	102.0	-16.7	-3.0	0.6	-6.4	0.0	1.3	3.5
COCCCNc1nc(N)c([N+](=O)[O-])c(Nc2ccccc2OC)n1	4.3	-20.6	96.0	-2.7	0.1	-0.3	3.8	·	1.1	0.7
CCOc1ccc(Cl)cc1S(=O)(=O)N1CCC(C(=O)NC2CC2)CC1	3.0	-4.0	96.0	-6.8	-2.7	0.0	1.6	5.9	-0.3	2.1
CC(C)(C)N(Cc1nc(-c2ccccc2)no1)C(=O)c1ccc2c(c1)OCO2	10.1	-6.9	98.0	14.7	-0.1	0.0	-2.0	7.0	-0.2	-10.9
Cc1noc(NS(=O)(=O)c2ccc(N/C=C\C(=O)c3ccccc3)cc2)c1C	2.2	6.1	106.0	-9.6	-1.2	-0.2	-2.0	4.4	-0.5	7.3
CC1(C)CC(=O)/C(=C\c2cccc([N+](=O)[O-])c2)C(C)(C)N1	23.1	-18.0	99.0	-3.9	-0.9	0.5	-5.5	1.4	?	3.1
CCOc1ccc(N(CC(=O)Nc2ccc(C)cc2)S(=O)(=O)c2c(C)noc2C)cc1	-2.4	24.7	93.0	-7.1	0.6	-0.1	-7.7	-3.6	-1.6	2.3
Cc1ccc(C2CCN(C(=S)NC(C)C)C2)cc1 (stereo not drawn)	6.5	-3.7	99.0	0.7	-2.7	0.1	-1.3	3.9	-1.1	-2.9

Bioassay records: PubChem, several laboratories
